Source: PubChem BioAssay
NPR2 activator: GC-B (human) receptor activation; P20594; HEK293-GC-B cells, CNP EC30, cGMP TR-FRET; 0% at EC30 CNP, 100% saturating CNP; activation, % at 10 µM; 370,000 compounds, 0.11% hits;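 active means activation at 10 µM reaching about 35% in either raw or pattern-adjusted values, limit read from the data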
ASAP1 inh: inhibitors of human ASAP1 ArfGAP activity. Q9ULH1. ASAP1-stimulated ARF1 GTP hydrolysis, GDP FP detection. inhibition, % at 16.5 µM. 360,000 compounds, 0.19% hits. AID 624377; in the data active means inhibition above about 25%;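 further: 0% = vehicle with enzyme and substrate and 100% = no enzyme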
mABHD4 FP: inhibitors of mouse ABHD4; 370,000 compounds, 0.54% hits; Q8VD66; purified mABHD4, FP-Rh probe fluorescence polarization; inhibition, % at 8.92 µM;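 active means inhibition exceeding the mean over every tested compound plus 3 SD, cut at about 30% in these data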;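 further: 0% = plate median of compound wells and 100% = S159A mutant with DMSO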
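Assay system: wild-type mouse ABHD4 protein; compound: single nominal dose of 8.92 µM, 0.89% DMSO final; schedule: 45 min + 60 min at 25 °C; measured by: FP readout, ex 525 nm / em 598 nm; evaluation: % inhibition of FP-Rh probe binding versus controls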
SMARCA2 activ: activators of SMARCA2 function. activation, % at 9.1 µM. AID 652017. 370,000 compounds, 1% hits. MG213 cells, MMTV-luciferase reporter, dexamethasone, overnight; in the data active means activation above about 7.8%;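 further: 0% = vehicle wells and 100% = reference activator wells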
HTRA1 inhibitor: HTRA1 (human) protease inhibition; recombinant HTRA1, FP-rhodamine activity-based probe, fluorescence polarization; 340,000 compounds, 0.5% hits; inhibition, % at 5.96 µM; AID 504803; Q92743; in the data active means inhibition above about 36%;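 further: 0% = enzyme with DMSO and 100% = wells lacking enzyme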
ARFGAP1 inh: rat ARFGAP1 inhibition; Q62848; Arfgap1-stimulated ARF1 GTP hydrolysis, GDP FP detection; inhibition, % at 16.5 µM; 360,000 compounds, 0.26% hits;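 active means inhibition above a per-plate limit, mean inhibition of low control wells plus 3 SD, cut at about 25% in these data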;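 further: 0% = DMSO wells with enzyme and 100% = wells lacking Arfgap1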
Target sequence (Q62848 1-136 limits assumed): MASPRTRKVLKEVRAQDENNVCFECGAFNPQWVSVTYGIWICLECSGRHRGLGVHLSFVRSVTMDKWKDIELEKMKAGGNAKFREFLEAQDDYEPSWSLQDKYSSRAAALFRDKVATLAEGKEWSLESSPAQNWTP
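Material: rat Arfgap1 GAP domain (His6, aa 1-136), purified enzyme. Also added: human ARF1(Δ1-17)-GTP substrate. Compound dosing: 16.5 µM single point, 1.26% DMSO. Timing: enzyme reaction 120 min at 25 °C after 20 min preincubation. Signal: GDP detection by fluorescence polarization. Read-out basis: percent inhibition of GAP-stimulated GDP formation, scaled between DMSO and no-Arfgap1 medians.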
GC-A act: GC-A (human) enzyme activation; 370,000 compounds, 0.14% hits; activation, % at 10 µM; HEK293 GC-A cells, cGMP TR-FRET, EC30 ANP; 0% at EC30 ANP, 100% saturating ANP; AID 1671463; P16066; in the data active means activation above about 40%
rCAG RNA binder: binds r(CAG) RNA repeats; AID 651821; inhibition, % at 3 µM; r(CAG) RNA repeat, TO-PRO-1 dye displacement fluorescence; 370,000 compounds, 1.3% hits;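 active means inhibition above the plate cutoff, the mean of all test compounds on that plate plus 3 SD, cut at about 35% in these data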;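 further: 0% = DMSO alone and 100% = 100 µM mitoxantrone as full dye displacement; higher means more dye released from RNA so lower well fluorescence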
Rev-erbA mod: modulators of human Rev-erb alpha DNA binding | P20393 | 370,000 compounds, 0.79% hits | activity, % at 10 µM | AID 1259318 | Rev-erbα–FITC-DNA binding, fluorescence polarization, 90 min;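 active means activity above about 14%, limit read from the data; passing the limit was not always enough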;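 further: 0% = DMSO wells with 35 nM protein and 100% = DMSO wells with 750 nM protein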
Target sequence (P20393 whole entry, looked up): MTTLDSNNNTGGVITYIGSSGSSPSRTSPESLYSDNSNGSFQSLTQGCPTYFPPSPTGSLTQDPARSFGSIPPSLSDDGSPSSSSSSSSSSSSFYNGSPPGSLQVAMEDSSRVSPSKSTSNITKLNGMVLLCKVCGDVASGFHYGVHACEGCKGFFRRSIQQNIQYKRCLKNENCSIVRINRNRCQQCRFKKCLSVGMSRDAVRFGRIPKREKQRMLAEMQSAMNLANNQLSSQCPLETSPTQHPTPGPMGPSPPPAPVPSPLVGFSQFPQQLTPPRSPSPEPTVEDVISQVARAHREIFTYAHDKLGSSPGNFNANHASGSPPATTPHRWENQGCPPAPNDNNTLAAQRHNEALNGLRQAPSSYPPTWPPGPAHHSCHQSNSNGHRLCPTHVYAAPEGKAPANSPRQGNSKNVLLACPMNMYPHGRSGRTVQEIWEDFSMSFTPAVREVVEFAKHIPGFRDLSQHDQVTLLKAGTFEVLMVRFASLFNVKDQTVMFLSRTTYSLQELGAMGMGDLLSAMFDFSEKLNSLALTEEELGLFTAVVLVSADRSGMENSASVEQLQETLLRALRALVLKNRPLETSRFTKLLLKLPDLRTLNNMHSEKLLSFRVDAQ
PG9 binder: binds the HIV-1 gp120 antibody PG9; TR-FRET gp120-PG9 antibody binding; inhibition, % at 6.7 µM; 360,000 compounds, 0.43% hits; AID 624416; in the data active means inhibition above about 8.5%
Starred values were filed as active, the others as inactive; / = not tested or not shown. Rows were taken by chance; 4.4% or so of the library scored in one or more.

SMILES | NPR2 activator | ASAP1 inh | mABHD4 FP | SMARCA2 activ | HTRA1 inhibitor | ARFGAP1 inh | GC-A act | rCAG RNA binder | Rev-erbA mod | PG9 binder
CCc1ccccc1NC(=O)c1cc(-c2ccc(F)cc2)on1 | 3 | -18 | 3 | -1 | 0 | 15 | 3 | -2 | -7 | 1.8
O=C(O)c1ccc(C(=O)c2cc([N+](=O)[O-])cc([N+](=O)[O-])c2)cc1 | 4 | 7 | -26 | -8 | -1 | -8 | -4 | 1 | 1 | -0.4
CCOC(=O)[C@]12CCCC=C1N(Cc1ccccc1)C(=O)[C@H](CC(=O)N1CCCC1)C2 | 2 | 6 | -3 | -5 | / | 1 | 6 | -1 | -4 | 0.3
CCOC(=O)c1ccc(Oc2ccc(C(F)(F)F)cn2)cc1 | -6 | 3 | 0 | -4 | -6 | 10 | -3 | -5 | 4 | -0.7
O=S1CCCSC1c1cccnc1 (stereo unspecified) | 4 | -1 | 3 | 2 | -5 | 5 | 2 | 1 | 0 | -2.9
O=C(Oc1ccc(-c2ccccc2)cc1)C1C2CCCCC21 (stereo unspecified) | -8 | -4 | 3 | 0 | 1 | -12 | -2 | -1 | -4 | -1.3
Cc1cccc(C)c1C(O)c1ncc(-c2ccccc2Cl)[nH]1 (stereo unspecified) | -7 | -7 | -4 | -4 | / | 12 | 2 | 1 | -5 | -0.2
CN(CCc1ccccc1)C1CCCN(S(=O)(=O)N(C)C)C1 (stereo unspecified) | -2 | -8 | -1 | -3 | -5 | 9 | 1 | -3 | -1 | 1.3
CCSc1nc2nccnc2c(=O)[nH]1 | 0 | -4 | 1 | -4 | 10 | 0 | 0 | 3 | -7 | 0.8
CCc1[nH]nc(C(=O)N2CCCC(Nc3ccc(C(C)C)cc3)C2)c1C (stereo unspecified) | -1 | 9 | 8 | -2 | 2 | 2 | -2 | -12 | -3 | -2.0
Cc1ccc(C(C(=O)NC2CCCCC2)N2CCN(C(=O)c3ccco3)CC2)cc1 (stereo unspecified) | -1 | -1 | -3 | -1 | -5 | -8 | 2 | -10 | -4 | -0.5
COc1cccc(C=NN2CCCCCC2)c1OC | -4 | 0 | 8 | 4 | 8 | -2 | -4 | 1 | 5 | -1.7
CCCCN(C(=O)NC(=O)Nc1cccc(C)c1C)S(C)(=O)=O | -2 | -12 | 4 | 5 | -15 | 6 | 4 | 5 | -4 | -2.1
O=C(NCc1ccccn1)c1ccccc1OCc1ccc(F)cc1 | -3 | -9 | 3 | -2 | -1 | -7 | 0 | -8 | 4 | 0.0
CCOc1ccc(/C(CCC(=O)O)=N/NC(=S)NCCc2ccccc2)cc1 | 7 | -5 | 5 | -4 | -6 | -1 | 6 | 36* | -1 | 1.0
O=C(OCC(=O)c1c[nH]c2ccccc12)c1cccc([N+](=O)[O-])c1 | -1 | 6 | -11 | 3 | -23 | 2 | -2 | 9 | 10 | 0.6
CC(C)(C)N/N=C1\CC(c2ccccc2)Oc2ccccc21 (stereo unspecified) | -7 | -1 | -4 | 3 | 1 | -2 | -1 | -1 | 7 | -0.8
Cc1ccc(-n2c(C)cc(C(=O)CN3CCOCC3)c2C)cc1C | -2 | -11 | 2 | -1 | 2 | 3 | -2 | -9 | -2 | -0.7
COc1ccc(-c2cc(C(F)F)n3ncc(C(=O)Nc4cc(C)on4)c3n2)cc1 | 0 | -3 | -3 | 1 | 1 | 14 | 1 | 0 | 9 | -2.3
Cc1cccc(NC(=O)CSc2nnnn2-c2cccnc2)c1 | -1 | 4 | 4 | 5 | 10 | 17 | -1 | -1 | 0 | -0.2
N#C/C(=C\c1ccc([N+](=O)[O-])cc1)c1ccccn1 | -3 | -2 | 5 | 10* | 1 | 10 | -1 | -2 | -2 | -2.7
Cn1c(CCC(=O)Nc2ccccc2F)nnc1SCC(=O)Nc1ccccc1Cl | -6 | 2 | 0 | -2 | -2 | 13 | -4 | -6 | -1 | -1.2
CC(c1ccco1)N(C(=O)c1ccc(C#N)cc1)c1ccccn1 (stereo unspecified) | 1 | -3 | 2 | 0 | 3 | -3 | -5 | -1 | 2 | -1.6
Cn1c(=O)c2c(ncn2CC(=O)N/N=C/C(Cl)=C/c2ccccc2)n(C)c1=O | 4 | 12 | 2 | -2 | 1 | 4 | -2 | -3 | -1 | -0.5
O=S(=O)(N=C1C=CC(=NS(=O)(=O)c2ccccc2)c2ccccc21)c1ccccc1 | -2 | 11 | 64* | -7 | -2 | 10 | 0 | 32 | -1 | 1.4

Later entries
SMILES | NPR2 activator | ASAP1 inh | mABHD4 FP | SMARCA2 activ | HTRA1 inhibitor | ARFGAP1 inh | GC-A act | rCAG RNA binder | Rev-erbA mod | PG9 binder
O=C1NC2CCCCC2C(=O)N1OS(=O)(=O)c1ccccc1 (stereo unspecified) | 15 | 4 | 4 | 3 | 5 | 5 | 27 | 0 | 1 | 1.0
CC1=CS(=O)(=O)CC1Sc1nc2ccccc2[nH]1 (stereo unspecified) | -5 | -2 | 3 | 0 | -1 | -7 | 0 | 1 | 0 | -1.2
Cc1ccc(S(=O)(=O)N(C)C)cc1-n1c(SCC(=O)Nc2ccc(F)cc2)nc2ccccc2c1=O | 4 | 3 | -29 | -1 | -46 | 6 | 2 | 14 | 5 | 0.1
CCCC(=O)Nc1sc(-c2ccccc2)c(-c2ccccc2)c1C(=O)O | 3 | -22 | 14 | -3 | -9 | -15 | -3 | 41* | 4 | -1.6
N#Cc1c(N)nc2c(c1-c1ccc3c(c1)OCO3)CCCCCC2 | 3 | 4 | -2 | -3 | -5 | -11 | -11 | -8 | -1 | 1.3
O=S(=O)(N/N=C1/CCCc2ccccc21)c1ccc(Br)cc1 | 2 | -9 | 1 | 3 | 0 | 2 | 2 | 14 | -1 | -1.2
O=c1c2ccccc2nnn1Cc1ccc(Br)cc1 | 1 | 13 | -4 | 5 | -5 | 9 | -7 | -3 | -2 | 0.7
NC(=O)c1csc(CCNC(=O)c2ccccc2)n1 | 1 | 4 | 6 | -1 | 3 | -2 | 0 | 3 | -3 | -0.3
O=C(NCC1CCS(=O)(=O)C1)Oc1ccccc1 (stereo unspecified) | 3 | -18 | -5 | 2 | 3 | 5 | 1 | -1 | -3 | -2.0
CCOC(=O)Cn1c(=NC(=O)c2nc3ccccc3s2)sc2cc(S(N)(=O)=O)ccc21 | -13 | 7 | -3 | -2 | -9 | 1 | -31 | 9 | 48* | -11
COC(=O)c1ccc(CN2CCCC(CO)(Cc3ccccc3F)C2)cc1 (stereo unspecified) | 4 | 11 | 4 | -1 | -10 | -11 | 1 | -9 | -3 | -0.1
CCOc1ccccc1NC(=O)Nc1ccc2c(c1)CCC2 | -4 | 3 | -22 | 1 | 5 | 5 | -3 | 3 | -2 | 1.0
CC1=C(C(=O)OCc2ccccc2)C(c2ccc3c(c2)OCO3)NC(=O)N1CCCC(=O)O (stereo unspecified) | 0 | 12 | 11 | 0 | 7 | 4 | -1 | 9 | -5 | 1.1
COc1ccc(OC)c(S(=O)(=O)NCC2CCN(C(=O)C(=O)c3cc4ccccc4o3)CC2)c1 | 3 | -7 | 2 | -1 | / | 0 | 2 | 6 | 1 | -1.8
Cc1ccsc1/C=N/NC(=O)C(N)=O | 3 | -2 | 3 | 3 | 1 | 1 | 2 | 5 | -5 | -0.8
CCN(CC)S(=O)(=O)c1cccc(C(=O)Nc2ccc(S(=O)(=O)NC3=NCCCCC3)cc2)c1 | 0 | 11 | 4 | -3 | -3 | 13 | -1 | -2 | -5 | 0.4
CCOC(=O)[C@@H]1CSCCS(=O)(=O)N1C(=O)[C@H](C)NC(=O)OC(C)(C)C | 2 | -2 | -4 | -4 | / | 3 | 9 | 0 | -5 | 1.5
CSc1nc2ccc(NC(=O)c3ccc(=O)[nH]c3)cc2s1 | -3 | 7 | -10 | -2 | -15 | 13 | -2 | 1 | -3 | -1.9
CCC(NC(=O)COC(=O)C1CC2CCCC(C1)C2=O)c1ccc(Br)cc1 (stereo unspecified) | 0 | 8 | 5 | -4 | -3 | 9 | -1 | -9 | -4 | -0.2
